# Screening data as filed in PubChem BioAssay.
# S3 lipid droplet: qHTS Assay for Lipid Storage Modulators in Drosophila S3 Cells; lipid storage change, negative = inhibition, % at the top dose, mostly 46.1 µM; hits show Potency in µM; Drosophila S3 cells, BODIPY lipid droplet fluorescence, 18-24 h; cells fed with added oleic acid; 0.64% of 320,000 active; active = well fitted inhibition curve with a large enough effect in the signal ratio, with a control signal flat, not every such curve was filed as active; inconclusive = small, poorly fitted or top-dose-only effect, or effect the other way, or a change in a side signal; the % refers to the signal ratio
#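 Laser-scanning cytometry quantifies lipid droplet accumulation (500–530 nm total intensity; droplet/cell object ratio) in oleic acid-fed (400 uM added) Drosophila S3 cells treated with a concentration series. 20 uM Triacsin C defined 100% inhibition.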
# S3 lipid droplet cell count max: recorded beside S3 lipid droplet, whose call it bears; cell number change, %; measured here: cell count max response;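 cells counted by Cell Tracker Red CMTPX staining in the red channel; peak over a dose series mostly up to 46.1 µM; percent activity relative to internal control wells on each plate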
# The depositor's hits bear a star; i = inactive; ? = inconclusive; · = not tested or not shown. % is scaled to controls: 0 for no effect and ±100 for the full control effect; potency is read from the fitted curve at half-maximal effect. A portion of the library; rates above refer to the full screens.
S3 lipid droplet cell count max,S3 lipid droplet,mol
·,?,COc1ccccc1N1CCN(S(=O)(=O)CCNC(=O)Cc2ccc(F)cc2)CC1
·,?,CC(C)C(C(=O)NCc1ccco1)N(C(=O)CNS(=O)(=O)c1ccc(Cl)cc1)C1CCCC1 (stereo not given)
·,?,CN(C)CC(=O)N1c2ccccc2Sc2ccc(Cl)cc21
4,-2%,COc1cccc(N2CCN(C(=O)c3cc(-c4ccc(F)cc4)[nH]c3C)CC2)c1
2,14%,O=C(Cn1cncn1)NCc1ccccc1Br
·,?,Cc1ccccc1NC(=O)CN(C)S(=O)(=O)c1cccc2cccnc12
·,?,COc1cccc(CNn2cnnc2)c1OCc1ccc(F)cc1
-26,-12%,O=C1CC(c2c(F)cccc2Cl)C2=C(COC2=O)N1 (stereo not given)
-20,1%,CCCCc1cc(=O)oc2cc(C)cc(OCc3nn[nH]n3)c12
3,17%,N=C1/C(=C/c2coc3ccccc3c2=O)C(=O)N=C2SC(c3ccco3)=NN12

# (further entries)
S3 lipid droplet cell count max,S3 lipid droplet,mol
·,?,COc1ccccc1N1CCN(C(=O)C2CC=CCC2C(=O)O)CC1 (stereo not given)
0,1%,O=C(NNC(=S)Nc1ccc(F)cc1)C1CC1c1ccc(Cl)cc1 (stereo not given)
·,?,Cc1[nH]c(=O)nc(SCc2ccc(Cl)c(Cl)c2)c1C#N
·,i,CSc1ncc(Cl)c(C(=O)Nc2nnc(SC)s2)n1
·,?,CC1CC(C#N)N(N(C)C)C1=C(C#N)C#N (stereo not given)
7,-4%,Nc1nc(-c2ccc([N+](=O)[O-])cc2)c(C(=O)Nc2ccc(Cl)cc2)s1
·,?,O=C1CCC(C(=O)OCc2ccccc2)N1 (stereo not given)
·,?,CCn1c2c(c3cc(Br)ccc31)CCC/C2=N\O
·,?,O=C(CN(C(=O)c1ccccc1Cl)N1C(=O)C2C3C=CC(C3)C2C1=O)c1cccs1 (stereo not given)
-15,1%,O=C(O)CCCC(=O)Nc1ccc(C(=O)NCc2cccnc2)cc1

# Remaining list, next part.
S3 lipid droplet cell count max,S3 lipid droplet,mol
12,4%,CCCNC(C)(C)COC(=O)c1ccccc1
-11,-13%,Cc1ccc(C(=O)NC(=O)CSc2ncccc2C(=O)O)cc1
·,?,O=C(O)c1cc(S(=O)(=O)NC23CC4CC(CC(C4)C2)C3)ccc1Cl
·,?,Cc1ccc(-n2nc3cc(C)c(NC(=S)NC(=O)/C=C/c4ccco4)cc3n2)cc1
26,i,CCCCOc1ccccc1NC(=O)CC1SC(=NCC)N(CC)C1=O (stereo not given)
·,?,COc1cccc(C=Nc2ccccc2C(=O)Nc2nccs2)c1OC
·,?,Brc1ccccc1C1N=C(c2ccccc2)NO1 (stereo not given)
-24,i,O=C(Cn1nnc2c(cnn2-c2ccc(F)cc2)c1=O)OC1CCCCC1
·,?,CCOC(=O)c1[nH]c2ccccc2c1NC(=O)CN1CCCCC1
·,?,Cc1ccc(NC(=O)c2ccc(NS(=O)(=O)c3cccc4cccnc34)cc2)cc1

# Other results follow.
S3 lipid droplet cell count max,S3 lipid droplet,mol
·,?,CCN(CC)CCNC(=O)c1cn(CCOC)c(=O)c2c1c1ccccc1n2C
·,?,O=C(NC1CCCc2ccccc21)C1CCC(CNS(=O)(=O)c2cccc3nsnc23)CC1 (stereo not given)
·,?,CCCCCCCc1ccc(-c2ccc(O)cc2)nc1
·,?,COc1ccccc1CNC(=O)C(C)Oc1ccccc1 (stereo not given)
·,?,O=C(Nc1ccc(F)cc1)c1ccc2c(c1)S(=O)(=O)N=C1CCCCCN12
·,?,Fc1ccc(F)c(CNc2ncnc3cc(Cl)ccc23)c1
-16,-1%,O=C(Nc1cc(C(F)(F)F)ccc1F)C1CCCC1
4,6%,C=CCn1c(=N)n(CC(O)c2ccco2)c2ccccc21 (stereo not given)
·,?,O=C(Nc1ccc(Cl)cc1)c1cccc(OC(=S)N2CCOCC2)c1
1,4%,COC(=O)N/N=C/c1ccc(OC(=O)c2ccco2)c(OC)c1

# Entries of single compounds as entered above. Screens in order: S3 lipid droplet cell count max	S3 lipid droplet
# `O=C(Cn1cncn1)NCc1ccccc1Br` as listed: 2	14%
# `Cc1[nH]c(=O)nc(SCc2ccc(Cl)c(Cl)c2)c1C#N` as listed: ·	?
# `O=C1CC(c2c(F)cccc2Cl)C2=C(COC2=O)N1` (stereo not given) as listed: -26	-12%
# `CCCCOc1ccccc1NC(=O)CC1SC(=NCC)N(CC)C1=O` (stereo not given) as listed: 26	i

# The listing continues:
S3 lipid droplet cell count max,S3 lipid droplet,mol
·,?,COc1ccc(-n2nc(C(=O)NCc3ccco3)c3c4ccccc4n(C)c3c2=O)cc1Cl
·,?,Cc1nc2ccccc2c(=O)n1NC(=O)C1CC1
-7,30%,COc1ccc(CCC(=O)NC2CCCCC2)cc1
·,?,CCOc1ccccc1C(=O)Nc1cccc(-c2nnc(-c3ccccc3)o2)c1
·,17%,Cc1cc(-c2csc(NC(=O)c3cccc(S(=O)(=O)N(C)C)c3)n2)c(C)n1-c1ccccc1
·,?,CC(C)[C@@H](C(=O)NCC1CCC(C(=O)O)CC1)n1nnc2ccccc2c1=O (stereo not given in full)
-2,10%,O=C(Cn1cnc2ccccc2c1=O)c1ccc(Br)cc1
·,?,CCn1c(SCC(=O)Nc2nc3ccc(C)cc3s2)nc2c(c1=O)SC(C)C2 (stereo not given)
·,-5%,Cn1ncc(Br)c1C(=O)Nc1ccc(Cl)cn1
·,?,Cc1cc(C)cc(NC(=O)NN2C(C)CCCC2C)c1 (stereo not given)

# Ordered by value in S3 lipid droplet (lowest first): four of the compounds above
S3 lipid droplet cell count max,S3 lipid droplet,mol
·,-5%,Cn1ncc(Br)c1C(=O)Nc1ccc(Cl)cn1
-2,10%,O=C(Cn1cnc2ccccc2c1=O)c1ccc(Br)cc1
·,17%,Cc1cc(-c2csc(NC(=O)c3cccc(S(=O)(=O)N(C)C)c3)n2)c(C)n1-c1ccccc1
-7,30%,COc1ccc(CCC(=O)NC2CCCCC2)cc1

# Following part:
S3 lipid droplet cell count max,S3 lipid droplet,mol
-14,-13%,COCCNC(=O)COC(=O)/C=C/c1cnc2ccccc2n1
-19,47%,N#CCCC12CCCCC1=Nc1ccccc12 (stereo not given)
26,-8%,CCCOC(=O)c1ccc(NC(=O)CC(C)(C)C)cc1
·,i,Cc1cccc(NC(=O)CN2C(=O)N/C(=C/c3cc(C)n(C)c3C)C2=O)c1
8,69%,COc1cccc(/C=C2/C(=O)NN(c3ccc(F)cc3)C2=O)c1
·,i,CC(=O)c1c(C)n(C)c2ccc(OC(=O)c3ccco3)cc12
·,?,O=C(c1sc2cccc(Cl)c2c1Cl)N1CCN(CCc2ccccn2)CC1
19,-14%,CC(=O)Nc1ccc(NC(=O)Cn2ccc([N+](=O)[O-])n2)cc1
·,?,COC(c1ccccc1)c1nnc(CCC(=O)N2CCN(Cc3cccs3)CC2)o1 (stereo not given)
·,?,CCC(CO)NCc1ccc(Br)cc1 (stereo not given)

# (continued)
S3 lipid droplet cell count max,S3 lipid droplet,mol
·,?,O=C(Cn1nc(CNc2ccc(Br)cc2)[n+]2c1CCCCC2)c1ccc([N+](=O)[O-])cc1
13,-6%,CCOC(=O)C1(CCOc2ccccc2)CCN(Cc2ccc(O)c(OCC)c2)CC1
·,?,CCN(CC)c1ccc(C=Nc2ccccc2C)c(O)c1
·,?,CCOc1ccc(NC(=O)C2CC(=O)N(CCc3ccccc3)C2)cc1OC (stereo not given)
-13,-1%,Cc1cccc(NC(=S)NCC(c2cccnc2)N(C)C)c1C (stereo not given)
23,15%,Cc1nc2cc3ccccc3cc2n1C
·,?,COc1ccc(-c2ccc(OC)c([C@H]3[C@H]4C=CC[C@@H](C)[C@@H]4C(=O)N3Cc3ccccc3)c2)cc1OC
·,?,COc1ccccc1N(C)S(=O)(=O)c1ccc(C(=O)OCC(=O)Nc2ccc(C(N)=O)cc2)cc1
·,?,CCOC(=O)c1ccc(OCC(=O)c2ccc(O)cc2O)cc1
1,21%,O=C(CSc1nnc(-c2ccc(F)cc2)o1)N1CCN(C(=O)c2ccco2)CC1

# Continuation:
S3 lipid droplet cell count max,S3 lipid droplet,mol
28,-2%,O=C(CCN1C(=O)c2cccc3cccc(c23)C1=O)N1CCN(Cc2ccc3c(c2)OCO3)CC1
-1,16%,CC(C)c1ccc(S(=O)(=O)N2CCN(C(=O)c3ccncc3)CC2)cc1
-12,-2%,Nc1ccc(C(=O)OCC(=O)N2CCOCC2)cc1[N+](=O)[O-]
9,10%,CC(C)Oc1cccc(C(=O)NC(=S)Nc2ccccc2N2CCOCC2)c1
6,i,NC(=O)CSc1nc2c(sc(=S)n2-c2ccccc2)c(=O)[nH]1
·,?,C=CCNC(=S)N/N=C/c1cccc([N+](=O)[O-])c1
-9,1%,O=C(NCc1n[nH]c(=S)n1-c1cccc(Cl)c1)c1cccs1
·,?,Cn1cnnc1Sc1nc2ccccc2nc1NS(=O)(=O)c1ccccc1
6,-19%,CCCN1CCC(N2CCN(c3ccc([N+](=O)[O-])cc3)CC2)CC1
·,?,O=S(=O)([O-])CCC[n+]1ccc(Oc2ccccc2)cc1

# (continued)
S3 lipid droplet cell count max,S3 lipid droplet,mol
17,-8%,O=[N+]([O-])c1cc([N+](=O)[O-])c(Oc2cccc(Cl)c2Cl)cc1NN1CCCCC1
·,i,CC(C)c1ccc2oc(=O)cc(CN3CCN(Cc4ccccc4)CC3)c2c1
·,?,COc1ccc(C(=O)C2CCCN(Cc3ccc4c(c3)OCCO4)C2)cc1F (stereo not given)
·,?,CCCc1cc(=O)[nH]c2nnc(SCC(=O)Nc3nccs3)n12
·,?,Cc1c(Br)ccc(NC(=O)c2ccccc2[N+](=O)[O-])c1C
7,12%,O=C(Cn1cc2c(n1)CCCCC2)Nc1ccccc1Cl
·,i,CCOC(=O)C1CCN(C(=O)c2cccc(N3C(=O)NC4CC3(C)Oc3ccc(C)cc34)c2)CC1 (stereo not given)
0,-7%,CC(=O)N(C)C1=C(N2CCOCC2)C(=O)c2ccccc2C1=O
·,?,COc1ccc(/C(C)=N/OCC(=O)N=Nc2c(O)[nH]c3ccc(Br)cc23)cc1
-13,-1%,COc1ccccc1-n1c(CCn2nc(C)c(Br)c2C)n[nH]c1=S

# The list goes on:
S3 lipid droplet cell count max,S3 lipid droplet,mol
·,?,O=C(Nc1cccc2ncccc12)c1cc(Br)ccc1Cl
·,?,O=C(Cc1ccccc1[N+](=O)[O-])OCN1C(=O)c2ccccc2C1=O
·,?,COc1ccc(CNC(=O)C(C)Sc2nc3ccccc3c(=O)n2CCCN2CCOCC2)cc1 (stereo not given)
-7,i,N#Cc1nc(-c2ccccc2)oc1N1CCN(C(=O)c2ccco2)CC1
8,10%,S=C(NCC1CCCO1)Nc1ccc(Cl)cc1Cl (stereo not given)
·,?,CCOC(=O)c1cc(-c2ccccc2)sc1NC(=O)C(C)Sc1nnc(N)s1 (stereo not given)
13,22%,COc1ccc(/C=C(/NC(=O)c2ccccc2Cl)C(=O)NCCCC(=O)O)cc1
1,-9%,O=C(Nc1ccc(Cl)cc1)ON=C1CCCC1
5,18%,COc1cc(OC)cc(C(=O)N2CCN(Cc3ccccc3Br)CC2)c1
·,?,Cc1cc(C)cc(N2C(=O)CN(Cc3sccc3C)C2=S)c1

# More compounds
S3 lipid droplet cell count max,S3 lipid droplet,mol
·,?,COc1ccc(C(=O)OC/C(O)=C(\C#N)c2nc3ccccc3[nH]2)cc1S(=O)(=O)N1CCOCC1
·,?,COC(=O)C1=C(CSc2nccn2C)NC(=O)NC1c1cc(C)ccc1C (stereo not given)
0,15%,CCCC1C2C(=O)N(c3cccc(C)c3)C(=O)C2ON1c1ccccc1 (stereo not given)
-17,-7%,COc1ccc(NC(=O)c2cc(-c3ccc(C)cc3O)n[nH]2)c(OC)c1
36,23%,Fc1ccccc1Cn1c2[n+](c3ccc(C(F)(F)F)cc31)CCCCC2
·,?,CN(C)c1ccc(N=Nc2ccccc2C(=O)OCC(=O)N2CCCCCC2)cc1
·,?,COCCNc1nc(-c2cc3ccccc3o2)cs1
·,?,NS(=O)(=O)c1cc2c(cc1Cl)NC(CC1CCCC1)NS2(=O)=O (stereo not given)
·,?,Cc1ccc(Nc2nc(N)nc(CSC(=S)N3CCN(c4ccccc4)CC3)n2)cc1
19,i,COc1ccc2cc(S(=O)(=O)N3CCCC3)ccc2c1

# The list goes on.
S3 lipid droplet cell count max,S3 lipid droplet,mol
5,-7%,CC(C)=C(NC(=O)c1ccccc1)C(=O)N/N=C/c1ccc(O)cc1
·,?,CCOC(=O)C(=O)/C(C#N)=C/Nc1ccc(Cl)cc1
·,13%,CCOC(=O)Cc1csc(NC(=S)NC(=O)C(C)(C)C)n1
8,5%,CCN(CC)C(=O)c1cnn(-c2ccccc2)c1NC(=O)c1ccccc1F
·,?,COc1ccc(C(=O)Nc2ccc3c(c2)OCCO3)cc1[N+](=O)[O-]
15,-10%,O=C(CCN1C(=O)c2ccccc2C1=O)Nc1ccccc1C(F)(F)F
·,?,CCOc1ccc(/C=C/C2=CC(C)(C)NC(=S)N2)cc1
-4,15%,Cc1ccc2nsnc2c1NC(=O)c1cccnc1Cl
·,?,CC1(C)OC(=O)C(=CNCC(=O)NCC(=O)O)C(=O)O1
·,?,Cc1cccc2sc(NC(=O)CCNS(=O)(=O)c3cccc4nonc34)nc12
·,?,CCCc1nnc(NC(=O)c2ccc(N3C(=O)C4C5C=CC(C5)C4C3=O)cc2)s1 (stereo not given)
10,1%,CCOC1OC(=O)C(Cl)=C1Nc1ccc(C)cc1 (stereo not given)
·,?,O=C(O)C1CN(c2ncccc2[N+](=O)[O-])C1
